Screening results as filed in PubChem BioAssay.
AMA1 RON2 block – disrupts binding of P. falciparum AMA1 to RON2 | AlphaScreen AMA1-biotinylated RON2 peptide binding | 360,000 tested, 0.2% active | Potency, µM (titrated, usually from 58.2 µM), for inactives: at the top dose activity change, negative = inhibition, hits mostly inhibitors;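 note: potency is the fitted concentration of half-maximal effect; 0% = vehicle wells and -100% = peptide control; nearly all actives have a fitted effect of over 45% in size; some results filed as inactive show a strong effect at the top dose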
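AMA1 (3D7) with his tag at 25 nM final met compounds first, then biotinylated RON2 peptide at 25 nM; detection used donor plus acceptor beads, 10 µg/mL apiece, read by AlphaScreen after 30 min at room temperature.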
Giardia FBPA inh – blocks Giardia fructose-bisphosphate aldolase activity | 290,000 tested, 0.71% active | A8B2U2 | purified Giardia FBPA | AID 2451 | Potency, µM (titrated, usually from 59.6 µM), for inactives: top-dose activity, negative = inhibition, most hits filed as inhibitors; note: potency is the fitted concentration of half-maximal effect; nearly all actives have a fitted effect of over 55% in size
Target sequence (A8B2U2 whole entry, looked up): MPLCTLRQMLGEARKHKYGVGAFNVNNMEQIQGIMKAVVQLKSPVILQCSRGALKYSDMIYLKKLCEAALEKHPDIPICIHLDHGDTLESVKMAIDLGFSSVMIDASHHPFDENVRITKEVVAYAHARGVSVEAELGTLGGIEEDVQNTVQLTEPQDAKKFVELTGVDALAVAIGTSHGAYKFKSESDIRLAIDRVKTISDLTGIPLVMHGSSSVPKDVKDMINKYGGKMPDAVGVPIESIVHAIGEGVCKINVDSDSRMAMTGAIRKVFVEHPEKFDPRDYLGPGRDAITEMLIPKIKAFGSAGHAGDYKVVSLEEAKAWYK
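Giardia FBPA (40 nM reagent) was preincubated 10 min at RT with compound (up to 57.5 uM final), then substrate plus GAPDH/TPI/NAD/arsenate coupling system with diaphorase/resazurin was added; resorufin fluorescence (525/598 nm) was read after 20 min.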
Sm TGR inh – S. mansoni TGR enzyme inhibition; Q962Y6; 360,000 tested, 3% active; Potency, µM (top dose mostly 114 µM), without a hit: top-dose activity change, negative = inhibition, most hits filed as inhibitors; purified TGR, DTNB reduction, TNB absorbance 405 nm; note: potency is the fitted concentration of half-maximal effect; nearly all actives have a fitted effect of over 60% in size
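First, TGR (20 nM dispensed) and NADPH were mixed with compound. Second, a 15 min room-temperature incubation followed. Third, further NADPH and then DTNB were added to start the reaction. Finally, TNB absorbance was monitored kinetically.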
HCMV antiviral – blocks human cytomegalovirus replication | activity change, negative = inhibition, % at 57.5 µM | AID 1259415 | HFF cells, HCMV-luciferase reporter, 72 h; active compounds read low | 410,000 tested, 4.5% active; in the data active = activity change below about -60%; inconclusive = no clear call, values can overlap the other calls; inactive = above about -39%
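Cell-based, HFFs, 1000 cells/well, 16 h 37C; cpds in DMSO + HCMV-luc, MOI 1 PFU/cell; 72 h 37C; OneGlo luminescence after 5 min RT; norm. to buffer vs Salinomycin 10uM.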
AmpC detergent – blocks E. coli AmpC beta-lactamase in detergent assay | P00811 | AmpC hydrolysis of nitrocefin, absorbance 480 nm, 0.01% Triton | Potency, µM (titrated, usually from 114 µM), for the others: at the highest dose activity change, negative = inhibition, actives largely listed as inhibitors | 370,000 tested, 0.041% active;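 note: potency is the fitted concentration of half-maximal effect; 0% = no-compound wells and -100% = no-enzyme wells; nearly all actives have a fitted effect of over 25% in size; some results filed as inactive show a strong effect at the top dose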
Target sequence (P00811 whole entry, looked up): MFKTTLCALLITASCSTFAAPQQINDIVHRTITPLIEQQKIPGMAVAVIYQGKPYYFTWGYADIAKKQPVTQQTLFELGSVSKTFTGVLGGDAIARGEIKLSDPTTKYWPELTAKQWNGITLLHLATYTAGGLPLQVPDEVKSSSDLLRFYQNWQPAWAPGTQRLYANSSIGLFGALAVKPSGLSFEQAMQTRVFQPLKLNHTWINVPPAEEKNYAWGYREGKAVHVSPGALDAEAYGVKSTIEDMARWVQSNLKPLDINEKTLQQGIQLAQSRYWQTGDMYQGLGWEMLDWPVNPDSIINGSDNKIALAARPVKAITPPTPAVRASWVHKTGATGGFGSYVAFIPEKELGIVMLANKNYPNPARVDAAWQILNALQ
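AmpC (5.3 nM in the dispensed reagent) in 20 mM phosphate pH 7.0 with 0.01% (detergent screen) or 0.0001% Triton X-100 was preincubated with compounds for 15 min at room temperature. Nitrocefin was then added from an 800 uM solution, and hydrolysis was followed at 480 nm.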
AmpC no deterg – blocks E. coli AmpC beta-lactamase in detergent-free assay | P00811 | AmpC nitrocefin hydrolysis, absorbance 480 nm, 0.0001% Triton | Potency, µM (titrated, usually from 57.1 µM), inactives show at the top dose activity change, negative = inhibition, hits mostly inhibitors | 330,000 tested, 0.52% active;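 note: potency is the fitted concentration of half-maximal effect; plate controls were no compound for no effect and no enzyme for full effect; nearly all actives have a fitted effect of over 20% in size; some results filed as inactive show a strong effect at the top dose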
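20 mM phosphate pH 7.0 + 0.01% (detergent screen) or 0.0001% Triton X-100; 5.3 nM AmpC reagent; cpd preinc 15 min RT; nitrocefin (800 uM stock) to start; A480 q20 s × 4 min; Activity was normalised to no-enzyme and no-compound control wells.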
* hit, by the source's call; u = inconclusive; x = not tested or not shown; & = joins results of further samples; [ ] = remark or other dose. Unless noted, calls come from the whole dose curve; as a rule, active = well fitted curve in the direction sought with a large enough effect; inconclusive = small, poorly fitted or top-dose-only effect, or another doubt; inactive = no such curve, though single readings can be large; an effect the other way counts as inactive or inconclusive. Unless noted, % is set by controls: 0 for no effect and ±100 for the full control effect. No enrichment for hits. About 7.8% of those tested had a hit in this group.

molecule	AmpC no deterg	HCMV antiviral	Giardia FBPA inh	AmpC detergent	AMA1 RON2 block	Sm TGR inh
CCOc1cc(C=O)ccc1OCCn1c([N+](=O)[O-])cnc1C	-10.5%	47.7	-7.0%	-5.9%	11.7%	3.9%
CC(C)(C)OC(=O)NCCCCCNC(=O)c1[nH]cnc1C(=O)Nc1ccon1	-2.7%	42.0	x	5.5%	145.7%[activator]	5.1%
C=CCNC(=O)CN(c1ccc(F)cc1)S(=O)(=O)c1ccc(OC)cc1	-12.2%	-2.7	0.0%	-12.7%	9.5%	6.5%
Cn1c(/C=C/c2ccc(Br)cc2)c([N+](=O)[O-])c(=O)n(C)c1=O	-0.2%	-100.1*	2.6%	-0.2%	-8.8%	u
S=C(Nc1ccc(CN2CCCCC2)cc1)Nc1cccc(Cl)c1Cl	-10.3%	-26.8	-29.0%	u	-14.0%	25.1µM*
O=C(c1cccc(Cl)c1)N1CCN(C(=O)c2ccccc2F)CC1	1.6%	42.6	1.7%	1.4%	6.5%	14.4%
Cc1ccccc1Cc1c(C)nc2nc(SCC(=O)NCCc3ccc(Cl)cc3)nn2c1C	x	2.9	x	7.4%	x	u
Cc1sc2nc(COC(=O)Cc3ccccc3)[nH]c(=O)c2c1C	-11.3%	-6.0	-3.9%	3.7%	12.5%	-22.2%
CC1CCN(CCCNC(=O)C2CCN(S(=O)(=O)N3CCCCC3)CC2)CC1	-2.0%	-34.6	1.1%	-5.4%	-0.7%	-20.6%
Cc1ccc(C(C)C)c(OCC(=O)NNCC(=O)Nc2cccc(F)c2)c1	62.0%[activator]	-20.4	x	x	88.5%[activator]	x
O=c1[nH][nH]c2cc(=O)n(-c3ccc(Cl)cc3)nc12	-39.8%	-35.1	-17.1%	2.0%	8.7%	1.8%
Cc1ccc(S(=O)Cc2ccc(C(=O)N3CCN(C4CCCCC4)CC3)o2)cc1 (centres undefined)	21.5%	-27.0	x	-0.8%	-8.2%	-7.9%

Gathered by group, the entries above containing four or more nitrogen atoms
molecule	AmpC no deterg	HCMV antiviral	Giardia FBPA inh	AmpC detergent	AMA1 RON2 block	Sm TGR inh
CC(C)(C)OC(=O)NCCCCCNC(=O)c1[nH]cnc1C(=O)Nc1ccon1	-2.7%	42.0	x	5.5%	145.7%[activator]	5.1%
Cc1ccccc1Cc1c(C)nc2nc(SCC(=O)NCCc3ccc(Cl)cc3)nn2c1C	x	2.9	x	7.4%	x	u
CC1CCN(CCCNC(=O)C2CCN(S(=O)(=O)N3CCCCC3)CC2)CC1	-2.0%	-34.6	1.1%	-5.4%	-0.7%	-20.6%
O=c1[nH][nH]c2cc(=O)n(-c3ccc(Cl)cc3)nc12	-39.8%	-35.1	-17.1%	2.0%	8.7%	1.8%

New compounds follow:
molecule	AmpC no deterg	HCMV antiviral	Giardia FBPA inh	AmpC detergent	AMA1 RON2 block	Sm TGR inh
Cc1occc1C(=O)NNC(=S)Nc1ccccc1C(F)(F)F	-7.4%	-9.8	0.3%	-1.3%	3.9%	-1.4%
O=C(O)c1cccc(NS(=O)(=O)c2ccc(S(=O)(=O)N3CCOCC3)cc2)c1	-23.8%	-76.3*	7.9%	0.5%	-4.0%	-0.5%
COC(=O)CCNC(=O)Cn1cnc2sc3c(c2c1=O)CCCC3	-12.1%	-18.1	2.1%	u	14.3%	-0.8%
CCN1C[C@@H]2[C@@H]3C(=O)N(Cc4ccccc4)C(=O)[C@@H]3[C@](Cc3ccccc3)(C(=O)OC)N2C1=NC1CCCCC1	105.0%[activator]	-1.7	x	x	-2.5%	x
CN(C)CCNc1nc(-c2ccco2)c2c(c1C#N)CC(C)(C)OC2	1.5%	-100.4*	0.1%	-9.0%	18.2%	-1.9%
O=C(Cn1c(-c2cccs2)cc2cc(F)ccc21)NCCc1ccc(Cl)cc1	x	-19.8	x	-6.8%	x	-0.7%
CC(C)(C)OC(=O)N1CCC(c2c(C(=O)N3CCN(c4ccccn4)CC3)cnn2-c2ccccc2Cl)CC1	x	u	x	23.1%	x	14.8%
CCC(CC)C(=O)Nc1cc(-c2cccc(C)c2)nn1-c1ccccc1	x	21.1	x	-3.5%	x	-6.6%
COC(=O)c1ccc(NC(=O)c2ccccc2NS(=O)(=O)c2ccccc2)cc1	-35.8%	-105.1*	9.8%	-3.1%	-6.5%	8.4%
COc1ccc(Nc2nc(NCc3ccco3)nc(N/N=C/c3ccccc3F)n2)cc1	-26.9%	-18.4	-13.4%	u	-0.6%	-8.3%
CCC(=O)c1ccc(OCC(=O)N2CCc3cc(OC)c(OC)cc3C2)cc1	15.7%	34.6	0.9%	u	-3.0%	-12.1%
N#CC(C#N)=Cc1cn(-c2ncc(C(F)(F)F)cc2Cl)c2ccccc12	-8.4%	2.1	-6.7%	-2.1%	-8.9%	7.08µM*
O=C(/C=C/c1cccc([N+](=O)[O-])c1)NCCc1ccc(F)cc1	-29.4%	0.3	-1.5%	-4.9%	1.9%	-5.7%
O=S1(=O)CCO[C@H]2Cc3ccccc3[C@H]2N1Cc1ccccc1F	0.8%	6.2	-4.2%	-11.4%	-25.6%	-20.8%
CCc1ccc(NC(=O)COC(=O)/C=C/c2c(C)nn(C3CCS(=O)(=O)C3)c2Cl)cc1 (centres undefined)	37.8%	-23.4	-1.8%	7.7%	11.7%	-5.2%
COc1ccc(Br)cc1S(=O)(=O)N1CCOCC1	-1.0%	-1.1	6.3%	-1.0%	-22.8%	4.5%
Cc1noc(/C=C/c2ccccn2)c1[N+](=O)[O-]	-4.3%	-102.5*	12.0%	-0.3%	-23.8%	u
O=[N+]([O-])c1cccc(-c2nn(-c3ccccc3)cc2CO)c1	-0.3%	-12.1	7.6%	4.1%	-3.0%	1.5%
c1ccc2c(c1)nc1n2CCN1CCN1CCCC1	-4.5%	u	2.3%	0.1%	-18.2%	0.0%
CC(=O)O[C@]1(c2ccccc2)CCN(C)[C@H]2CCCC[C@@H]21	-16.9%	26.8	-13.7%	-7.1%	-4.2%	-7.1%
O=C(c1ccccc1Cl)N1CCCCC1CCN1CCCCC1 (centres undefined)	x	11.7	x	0.8%	x	-6.3%
CC(C)CCNC(=O)c1cc(-c2ccco2)nc2ccccc12	62.3%[activator]	-10.9	-0.5%	-0.4%	7.2%	39.8µM*
CN1CCc2cccc(Cl)c2CC1	-16.2%	u	-3.1%	u	14.8%	2.5%
Cc1ccccc1NC(=O)Cn1c(=O)n(CCC(=O)NCc2ccc3c(c2)OCO3)c(=O)c2sccc21	x	17.1	x	-6.8%	x	6.7%
CCOc1ccc(OCC)c(S(=O)(=O)N2CCCCC2C)c1 (centres undefined)	8.3%	-4.6	0.1%	-12.6%	29.8%	0.0%
CCC(C)c1ccc(NC(=S)Nc2ccc(OC)c(OC)c2)cc1 (centres undefined)	-38.2%	-22.5	-2.9%	-4.0%	-7.5%	-11.3%
Cc1cc(Br)ccc1OCC(=O)NC1CCCC1	-3.3%	-33.8	-1.2%	u	-5.8%	-29.8%
CCCCc1ccc(NC(=S)Nc2cccnc2)cc1	-35.4%	-7.9	-0.4%	4.9%	23.7%	-30.5%
CC(=O)Nc1ccc(S(=O)(=O)NC2(C(F)(F)F)NC(=O)N(c3ccc(Cl)cc3)C2=O)cc1 (centres undefined)	-10.1%	3.6&-3.2	9.9%	-2.5%&-10.1%	11.3%	-1.6%&-4.3%
COC(=O)c1cc(C(=O)c2ccccc2)n2c(=O)/c(=C\N(C)C)sc12	-5.4%	0.0	2.0%	-5.6%	-0.1%	-7.7%
CCOC(=O)/C(=C/c1ccc(OC)cc1)NC(=O)c1ccco1	-17.7%	-18.1	3.2%	-9.0%	-5.9%	-1.6%
O=C(Nn1cnnc1)c1csc2ccccc12	-15.5%	18.7	-2.1%	u	1.4%	-3.1%
O=S(=O)(c1cccs1)N1CCN(C/C=C/c2ccccc2)CC1	6.7%	-14.3	-24.6%	u	-17.0%	-13.0%
CNc1nc(-c2c(C)n(C)c3ccc(OC)cc23)cs1	20.6%	47.3	-16.4%	0.2%	-1.8%	3.3%
N#Cc1ccccc1S(=O)(=O)N1CCN(C(=O)[C@@H]2CCCN2C(=O)c2cccs2)CC1	-11.1%	u	x	-4.6%	-2.4%	-17.1%
CCn1nc(C)c(NC(=O)/C=C/c2ccc(OC)c(COc3ccc(Cl)cc3Br)c2)c1C	-10.8%	-63.9*	-3.1%	3.7%	-1.7%	-14.9%
CCN(CC)c1ccc(/C=C2/C(=O)NC(=O)N(CC3CCCO3)C2=O)cc1 (centres undefined)	-25.0%	-10.5	0.3%	-8.5%	-0.6%	-26.0%
C=CCNC(=S)/N=c1/scc(C)n1C	-4.5%	-10.6	-6.1%	-16.1%	-0.4%	-3.6%
CN1CCN(CC(=O)NC23CC4CC(CC(C4)C2)C3)CC1	-17.3%	0.0	-0.2%	-0.2%	-14.9%	1.5%
CCc1cccc(NC(=O)C2CCN(C(=O)c3cnn(-c4ccccc4)c3-n3cccc3)CC2)c1	x	-5.1	x	10.3%	x	1.1%
Cc1cc(=O)n(CC(=O)Nc2cc(Cl)ccc2C)c(C(C)C)n1	-15.9%	-8.8	3.9%	-6.2%	0.6%	-17.7%
Cn1c(CNC(=O)CCNC(=O)c2cccc(F)c2)cc(=O)n(C)c1=O	-22.7%	0.0	x	4.3%	-3.0%	0.1%
N=c1c(S(=O)(=O)c2ccc(Br)cc2)cc2c(=O)n3ccccc3nc2n1Cc1ccccc1	-17.5%	u	5.5%	-12.4%	12.4%	-0.9%
O=C(O)c1ccc2c(c1)C(=O)N(c1nccs1)C2=O	-13.6%	-30.5	0.3%	0.4%	-20.0%	28.3%
C/C(Cc1ccccc1)=N\NC(=O)CNC(=O)c1ccccc1Cl	-8.2%	22.5	4.2%	-1.6%	13.8%	26.1%
CCOC(=O)c1c(S(=O)(=O)NCC(C)c2ccccc2)c(C)n(C)c1C (centres undefined)	8.4%	0.0	4.8%	-7.3%	12.6%	2.1%
COc1ccc(-n2c(SCC(=O)Nc3nccs3)nc3c(c2=O)SCC3)cc1	-13.1%	-16.9	1.1%	-1.1%	0.7%	4.9%
CCOc1ccc(CCNC(=O)CCn2cccc2)cc1OCC	18.7%	2.8	0.5%	6.6%	-8.4%	-6.0%
